# Source: PubChem
# OX1R antag-1 = blocks the human orexin 1 receptor; O43613; CHO/OX1R cells, Fluo-8 calcium fluorescence, orexin A; inhibition, % at 5 µM; actives 0.43% (n = 330,000); AID 434989;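 active = inhibition above its plate's threshold, mean inhibition of all tested compounds on the plate plus 3 SD, cut at about 37% in these data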;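 note: 0% = orexin A challenge wells and 100% = SB-334867-A antagonist wells; not every result past the cut was called active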
# Target sequence (O43613 whole entry, looked up): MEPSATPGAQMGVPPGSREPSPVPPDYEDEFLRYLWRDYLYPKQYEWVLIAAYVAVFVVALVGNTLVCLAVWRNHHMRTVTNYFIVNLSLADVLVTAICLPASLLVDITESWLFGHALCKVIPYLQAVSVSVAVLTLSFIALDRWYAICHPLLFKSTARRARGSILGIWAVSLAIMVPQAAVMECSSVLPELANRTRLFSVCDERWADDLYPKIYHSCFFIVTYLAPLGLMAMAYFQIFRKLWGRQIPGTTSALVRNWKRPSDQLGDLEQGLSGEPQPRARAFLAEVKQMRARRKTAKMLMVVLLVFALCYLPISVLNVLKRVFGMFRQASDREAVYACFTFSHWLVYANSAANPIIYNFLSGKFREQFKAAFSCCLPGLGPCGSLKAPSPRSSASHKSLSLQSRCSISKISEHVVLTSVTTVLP
# CHT PAM = allosterically activates the human high affinity choline transporter | AID 488977 | CHT-expressing cells, membrane potential dye, choline EC20; stronger effect = higher value; LV-AA mutant CHT in HEK293 cells | B-score at 10 µM | actives 0.49% (n = 310,000);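 active = initial fluorescence not abnormally high and integrated response B-score, plate-corrected, over 3 SD above library mean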
# Target sequence (Q9GZV3 whole entry, looked up): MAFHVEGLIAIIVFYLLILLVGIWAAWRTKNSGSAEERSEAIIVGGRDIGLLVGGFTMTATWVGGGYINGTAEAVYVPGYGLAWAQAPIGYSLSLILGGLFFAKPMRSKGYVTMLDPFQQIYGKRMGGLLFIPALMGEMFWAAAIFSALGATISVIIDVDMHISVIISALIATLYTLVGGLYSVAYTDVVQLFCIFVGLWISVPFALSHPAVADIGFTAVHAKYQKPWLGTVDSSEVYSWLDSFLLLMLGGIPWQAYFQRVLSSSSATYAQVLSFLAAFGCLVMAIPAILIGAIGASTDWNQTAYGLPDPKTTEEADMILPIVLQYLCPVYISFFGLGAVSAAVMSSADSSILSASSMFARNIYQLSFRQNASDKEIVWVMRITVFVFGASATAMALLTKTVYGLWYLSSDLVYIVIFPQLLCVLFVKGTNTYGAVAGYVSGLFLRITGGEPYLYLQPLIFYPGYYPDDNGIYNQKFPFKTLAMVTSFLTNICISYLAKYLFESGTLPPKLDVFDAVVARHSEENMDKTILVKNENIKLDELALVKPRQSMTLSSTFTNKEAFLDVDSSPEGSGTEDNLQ
# OX1R antag-2 = OX1R (human) antagonism; O43613; OX1R-expressing cells, FRET antagonist read-out; inhibition, % at 6.6 µM; actives 1.8% (n = 330,000); AID 485270; in the data active = inhibition mostly above about 38%, no sharp cut-off; inactive = mostly below about 40%;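 note: 0% = agonist challenge alone and 100% = reference antagonist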
# * marks the source's active call; other numbers are inactive results; i = inactive; . = no result given; & = joins results of further samples.
SMILES,OX1R antag-1,CHT PAM,OX1R antag-2
C=CCc1c(C)c(C#N)c2nc3ccccc3n2c1NCCN(C)C,-24,i,20
Cn1cc(CN(Cc2ccccn2)C[C@@H]2CCC(=O)N2)c(-c2ccccc2F)n1,6,i,5
Cc1cccc(C)c1NC(=O)/C(C#N)=C/c1cccs1,-3,i,16
CNS(=O)(=O)c1ccc(NC(=O)c2ccccn2)cc1,-3,i,26
O=C(COc1ccc(C(=O)c2ccccc2)cc1)NCC1CCCCC1,-40,i,20
Nc1c(C(=O)NCc2ccccc2)nnn1Cc1ccccc1,-7,i,17
O=c1c2cc(N3CCOCC3)ccc2[nH]c(=S)n1CCCN1CCN(c2ccccc2F)CC1,-30,i,7
Cc1ccc(NC(=O)CCNC(=O)Cn2cnc3ccccc3c2=O)cc1F,-25,i,19
FC(F)(F)Oc1ccc(NC(=S)Nc2ccc(OC(F)(F)F)cc2)cc1,-2,i,13
Cc1cc(Cl)c(S(=O)(=O)N2CCN(c3ccccn3)CC2)cc1OCC(N)=O,-32,i,4
Cc1ccc(S(=O)(=O)NCCSCc2ccco2)cc1,-7,i,12
COc1ccc(N(C(C)C(=O)N/N=C/c2ccc(OC)c(OC)c2)S(C)(=O)=O)cc1 (centres undefined),-16,i,19
Cc1ccc(C(C(=O)NC(C)(C)C)N(CC2CCCO2)C(=O)Cn2nnc(-c3ccc(C)o3)n2)cc1 (centres undefined),-26,i,10
CC(=O)NC(NC(=S)Nc1ccc(N=Nc2ccccc2)cc1)C(Cl)(Cl)Cl (centres undefined),37,i,5
Cc1oc(C)c(S(=O)(=O)NCc2cccs2)c1C(=O)O,-5,i,3
Cc1cccc(-c2nc(Nc3ccc(O)cc3)c3ccccc3n2)c1,-33,i,6
O=[N+]([O-])c1cc([N+](=O)[O-])c(Oc2cncc(Cl)c2)cc1NN1CCCCC1,-6,i,6
COc1ccccc1[C@H]1C(c2ccc(F)cc2)=NN(c2ccccc2)[C@@H]1CO,-16,.,3
COc1ccc(/C=N/NC(=O)c2ccccc2)cc1OS(=O)(=O)c1ccccc1,-29,i,15
COc1ccccc1-c1nnc(NC(=O)C(C)C)s1,-26,i,13
CCOC(=O)[C@@H]1[C@H]2COc3ccc(Br)cc3[C@@H]2N2C(=O)N(c3ccc(Cl)cc3)C(=O)[C@@]12C,-46,.,8
Cc1c(Cc2ccccc2)c(NCCN(C)C)n2c(nc3ccccc32)c1C#N,-38,i,11
COc1cc(NC(=S)N2CCCC(CO)C2)c(OC)cc1Cl (centres undefined),-10,i,42
O=C(CCc1ccccc1)NCCc1ccc(F)cc1,-15,i,-6
O=C(Cn1cnc2ccccc2c1=O)N(Cc1ccco1)c1ccc(O)cc1,-13,i,6
Cc1ccccc1-n1ncc2c1CC(C)(C)CC2NC(=O)C1CCC1 (centres undefined),-13,i,2
O=C(NC1CCCc2ccccc21)c1ccccn1 (centres undefined),-20,i,51
CCn1cc(Cl)c(C(=O)Nc2ccccc2C(N)=O)n1,5,i,4
COc1ccc(N2CCN(CCNC(=O)Nc3cc(Cl)ccc3OC)CC2)cc1,-10,i,-3
CCCCCCCNC(=O)CN1C(=O)CSc2ccc(S(=O)(=O)N3CCOCC3)cc21,-11,i,18
Cc1cccc(NC(=O)CNC(=O)COc2ccc(C(=O)c3ccc(F)cc3)cc2)c1C,-21,i,18
Cc1ccc(C(=O)NCc2ccc3c(c2)CCO3)cc1C,-39,i,7
CCOC(=O)c1c(C)n(C)c2ccc(OC)c(NC(=O)c3cccs3)c12,-16,i,5
CCOC(=O)C1CCN(C(=O)CN2C(=O)C(C(C)C)Oc3ccccc32)CC1 (centres undefined),-13,i,12
COc1ccc(C(=O)O/N=C(\N)Cc2cccs2)cc1OC,-10,i,31
COCc1[nH]nc2c1C1(C(=O)Nc3ccc(F)cc31)C(C#N)=C(N)O2 (centres undefined),-2,i,14
COc1ccc(N=C2C(=Nc3ccc(OC)cc3)N(c3ccccc3)C(=S)N2C(=O)c2ccc(Cl)cc2)cc1,-19,i,6
CCOC(=O)c1ccc(NS(=O)(=O)c2cccc3nsnc23)cc1,1,i,63
CN(CC(=O)NC(=O)NCc1ccccc1)CC(=O)Nc1ccc(Cl)c(Cl)c1,7,.,1
Cc1ccc(S(=O)(=O)NCC(=O)N(CC(=O)NC2CCCCC2)Cc2ccco2)cc1,-25,i,8
COc1ccccc1NC(=O)CSc1nnc(C)n1Cc1ccccc1,-14,i,5
O=C(NNC(=S)NCc1ccc(Cl)cc1)c1ccc2c(c1)OCO2,-8,i,12
Cc1cc(C)cc(C(=O)Nc2cccnc2Cl)c1,-13,i,36
COC(=O)C(NC(C)=O)(Nc1ccc(Br)cc1)C(=O)OC,-10,i,9
O=S(=O)(Nc1cccc(CO)c1)c1cccs1,-1,i,2

# Already shown: 17 of the compounds above.
SMILES,OX1R antag-1,CHT PAM,OX1R antag-2
COc1ccc(N2CCN(CCNC(=O)Nc3cc(Cl)ccc3OC)CC2)cc1,-10,i,-3
CCCCCCCNC(=O)CN1C(=O)CSc2ccc(S(=O)(=O)N3CCOCC3)cc21,-11,i,18
Cc1cccc(NC(=O)CNC(=O)COc2ccc(C(=O)c3ccc(F)cc3)cc2)c1C,-21,i,18
Cc1ccc(C(=O)NCc2ccc3c(c2)CCO3)cc1C,-39,i,7
CCOC(=O)c1c(C)n(C)c2ccc(OC)c(NC(=O)c3cccs3)c12,-16,i,5
CCOC(=O)C1CCN(C(=O)CN2C(=O)C(C(C)C)Oc3ccccc32)CC1 (centres undefined),-13,i,12
COc1ccc(C(=O)O/N=C(\N)Cc2cccs2)cc1OC,-10,i,31
COCc1[nH]nc2c1C1(C(=O)Nc3ccc(F)cc31)C(C#N)=C(N)O2 (centres undefined),-2,i,14
COc1ccc(N=C2C(=Nc3ccc(OC)cc3)N(c3ccccc3)C(=S)N2C(=O)c2ccc(Cl)cc2)cc1,-19,i,6
CCOC(=O)c1ccc(NS(=O)(=O)c2cccc3nsnc23)cc1,1,i,63
CN(CC(=O)NC(=O)NCc1ccccc1)CC(=O)Nc1ccc(Cl)c(Cl)c1,7,.,1
Cc1ccc(S(=O)(=O)NCC(=O)N(CC(=O)NC2CCCCC2)Cc2ccco2)cc1,-25,i,8
COc1ccccc1NC(=O)CSc1nnc(C)n1Cc1ccccc1,-14,i,5
O=C(NNC(=S)NCc1ccc(Cl)cc1)c1ccc2c(c1)OCO2,-8,i,12
Cc1cc(C)cc(C(=O)Nc2cccnc2Cl)c1,-13,i,36
COC(=O)C(NC(C)=O)(Nc1ccc(Br)cc1)C(=O)OC,-10,i,9
O=S(=O)(Nc1cccc(CO)c1)c1cccs1,-1,i,2

# Next records follow.
SMILES,OX1R antag-1,CHT PAM,OX1R antag-2
O=C(NCc1ccc(Cl)cc1)C(=O)NCC(c1ccco1)N1CCOCC1 (centres undefined),3,i,26
CC(=O)Nc1nc(-c2ccccc2)nc(C)c1C(C)=O,-5,i,12
CC(=O)c1c(C)[nH]c(C(=O)COC(=O)CCOc2ccc(C)cc2)c1C,-2,i,11
CCN(CC(=O)Nc1ccc(N2CCOCC2)cc1)C(=O)Cc1ccccc1,-12,.,10
COCC(C)NC(=O)c1ccccc1[N+](=O)[O-] (centres undefined),-5,i,1
O=C(c1ccc2c(c1)OCO2)C1CCCN(Cc2cccc(C(F)(F)F)c2)C1 (centres undefined),-35,i,19
NCCc1cnc[nH]1,-7&-13,i,-3&17
Cn1c(SCc2ccc(Cl)cc2)nc(C(F)(F)F)cc1=O,1,i,9
CCCCn1c(-c2ccco2)nc2ccccc2c1=O,-13,i,7
CCCOC(=O)C[N+](C)(C)CCOC1CC2CCC1(C)C2(C)C (centres undefined),-11,i,19
COc1ccc(/C=N/NC(=O)c2cccnc2)cc1COc1ccc([N+](=O)[O-])c(C)c1,-7,i,13
COc1ccc(C(=O)O)cc1S(=O)(=O)Nc1cc(Cl)ccc1N1CCOCC1,5,.,2
N#Cc1ccccc1S(=O)(=O)N1CCN(CC(=O)Nc2ccccc2C(=O)NC2CC2)CC1,-21,.,3
Cn1c(=O)c2c(nc(SCCN3CCCCC3)n2Cc2ccccc2)n(C)c1=O,-12,i,15
O=C(Nc1ccc(S(=O)(=O)NC2=NCCCCC2)cc1)c1ccc2ccccc2n1,-14,i,17

# 2 records picked at random from those above, as already listed:
SMILES,OX1R antag-1,CHT PAM,OX1R antag-2
COc1ccc(C(=O)O)cc1S(=O)(=O)Nc1cc(Cl)ccc1N1CCOCC1,5,.,2
CC(=O)c1c(C)[nH]c(C(=O)COC(=O)CCOc2ccc(C)cc2)c1C,-2,i,11

# Continued.
SMILES,OX1R antag-1,CHT PAM,OX1R antag-2
COc1ccccc1N1CCN(C2CCCN(S(=O)(=O)c3cccc(Cl)c3)C2)CC1 (centres undefined),-29,i,29
Cc1c(Cl)ccc2c(C(N)=O)cc(-c3ccccn3)nc12,-12,i,7
O=C(CN(CC1CCCO1)C(=O)c1nsc(Cl)c1Cl)NC1CCCC1 (centres undefined),-28,i,25
Cc1noc(C(=O)NC2CCCCC2)c1Cl,-10,i,-1
CC(=O)NNC(=O)c1csc(-c2csc(C)n2)n1,-12,i,-5
O=C1c2cc(O)cc(O)c2C(=O)c2c1cc(O)c([C@@H](CO)CCO)c2O,1,i,15
O=C(N/N=C/c1cccnc1)c1cc2ccccc2cc1O,-7,i,23
O=C(NCC1COc2ccccc2O1)c1cn(Cc2ccc(F)cc2)nn1 (centres undefined),-29,i,9
CCCN1c2cccc3cccc(c23)S1(=O)=O,-22,i,21
COC(=O)C1CCN(C(=O)COC(=O)c2cc(S(=O)(=O)N3CCOCC3)ccc2C)CC1,-13,.,-3
NS(=O)(=O)c1ccc(NC(=O)CSc2n[nH]c(=O)n2C2CC2)cc1,-18,.,-6
Cc1cc(C)cc(OCCCCn2cncn2)c1,-3,i,11
Cc1ccc(S(=O)(=O)NC(=O)c2cccn2C)cc1,-7,i,11
COc1cc(CCC(=O)Nc2ccc(Cl)c(C(F)(F)F)c2)cc(OC)c1OC,4,i,27
COc1ccc(OCC(=O)NCCNC(=O)c2ccccn2)cc1,-21,i,21
Cc1cccc(-n2[nH]c(C)c(C=Nc3ccc4[nH]c(=O)[nH]c4c3)c2=O)c1,-6,i,10
O=C(/C=C/c1ccc([N+](=O)[O-])cc1)NCc1ccccn1,-1,i,75*
C=C(C)Cn1c(C)cc(C)c(S(=O)(=O)c2cccc(C)c2)c1=O,-37,i,20
CCOc1ccc(Cc2nnc(SCC(=O)Nc3ccc(C(C)=O)cc3)[nH]c2=O)cc1,-1,i,4
Cc1ccc2sc(NNC(=O)c3cc(-c4cccs4)nc4ccccc34)nc2c1C,-14,i,11
Nc1c(-c2ccc(Cl)cc2)cnn1C1CCS(=O)(=O)C1 (centres undefined),-5,i,6
CC(C)(CC(=O)O)CC(=O)N1CCCN(c2nccc(C(F)(F)F)n2)CC1,6,i,14
COc1ccc(S(=O)(=O)NCC(=O)Nc2cccc(C)c2C)cc1OC,-8,i,19
O=C(Cn1nc(C(=O)O)c2ccccc2c1=O)Nc1cc(S(=O)(=O)N2CCCCC2)ccc1Cl,-10,.,-2
NC(=O)C1Cc2ccccc2CN1S(=O)(=O)c1cccs1 (centres undefined),-7,i,9
CCOc1ccc2nc(SCc3ccc(OC)cc3)sc2c1,-6,i,19
CC(=O)Nc1ccc(NS(=O)(=O)c2ccccc2)cc1,-1,i,11
Cc1ccc(-c2nc3cc(NS(=O)(=O)c4ccc(C)cc4)ccc3o2)cc1,-33,i,6
COc1ccc(NC(=O)Nc2cccc3c2O[C@H](CN(C)C(=O)NC2CCCCC2)[C@@H](C)CN([C@H](C)CO)C3=O)cc1,-16,.,6
CN(C)S(=O)(=O)c1cc(NC(=O)COC(=O)CCc2ccccc2)ccc1Cl,-15,i,47
Cc1ccc(-c2cc(C(F)(F)F)n3nc(C(=O)Nc4ccon4)cc3n2)cc1C,-7,i,8
O=C(Nc1ccc(Cl)cc1)OCc1cc(-c2ccccc2)on1,22,i,35
O=C1c2ccc(Oc3ccc([N+](=O)[O-])cc3)cc2C(=O)N1c1ccncc1,9,i,6
CCOC(=O)Nc1ccc2c(CN3CCC(C(=O)OC)CC3)cc(=O)oc2c1,-3,i,-11
CCOC(=O)NC(=O)CSc1nnc(C)s1,3,i,5
COCC(=O)NC1CCN(S(=O)(=O)c2cccc(C(C)=O)c2)CC1,-25,i,3
COC(=O)C1=C(C(=O)OC)SC2(S1)C(C(=O)OC)=C(C(=O)OC)SC1=C2c2cc(C)cc(C)c2NC1(C)C,-25,i,0
COc1ccc(CC(NC(C)=O)C(=O)NC2CCN(C(=O)c3ccc([N+](=O)[O-])cc3)CC2)cc1OC (centres undefined),-12,i,31
CCn1cc(C(=O)NP(=O)(Nc2ccc(C)cc2)Nc2ccc(C)cc2)c2ccccc21,-20,i,10
Cn1nnnc1SCCNS(=O)(=O)c1ccccc1,-12,i,0
COCCCn1c(=O)/c(=C\c2ccccc2OC(C)C)s/c1=C(/C#N)C(=O)Nc1ccc(C(=O)O)cc1,-14,i,13
Cc1c(NC(=O)c2c(O)c3ccccc3n(C)c2=O)c(=O)n(-c2ccccc2)n1C,-21,i,12
Cc1oc(-c2ccccc2)cc1C(=O)Nc1ccc2ccccc2c1,-22,i,13
CCOc1ccc(NC(=O)NNC(=O)c2cc3ccccc3cc2O)cc1,-4,i,0
N#Cc1c(N)oc(-c2ccccc2)c1-c1ccccc1,-3,i,13
Nc1nnc(CCS(=O)(=O)c2ccc(Br)cc2)s1,-8,i,9
Cc1cc(C)c(-c2c(O)c3cnn(-c4ccccc4)c3[nH]c2=O)c(C)c1,-15,i,-1
COc1cc(NC(=O)CNc2ccc(Cl)c(S(=O)(=O)N3CCOCC3)c2)cc(OC)c1,2,.,15
O=C1CCCN1c1ccc(S(=O)(=O)NCCOc2ccccc2)cc1,-22,i,34
Cc1cc(OCC(=O)NNC(=O)c2cccc(F)c2)ccc1Cl,-7,.,9
Cc1cc(C)cc(NC(=S)NC2CC3CCCC(C2)N3CC(C)C)c1 (centres undefined),-27,i,3
